Assay outcomes as filed in PubChem.
CTSL1 counter = cathepsin L1 inhibition, PFM18AAP counter-screen; recombinant F. hepatica cathepsin L1, Z-Leu-Arg-MCA fluorescence; AID 1906; inhibition, % at 5.96 µM; actives 0.49% (n = 300,000);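 active means inhibition above the mean of all tested compounds plus 3 SD, set per screening campaign, cut at about 17% in these data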;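 further: 0% = plate median of test compound wells and 100% = 1 µM Z-Phe-Ala-diazomethylketone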
proCasp7 act = counter-screen: procaspase-7 (human) activation | actives 0.093% (n = 330,000) | P55210 | activation, % at 8.5 µM | recombinant procaspase-7, Ac-DEVD-pNA absorbance 405 nm; D23A/D198A/D206A triple mutant, cannot self-cleave; scale: DMSO 0, 5 µM enzyme 100;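 active means percent activation above the screen-wide mean plus 3 SD, cut at about 25% in these data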
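Material: Procaspase-7 triple mutant (PC-7 D3A) | Quantity: 2 µM procaspase-7 mutant as dispensed | Reagent: DEVD-pNA substrate | Times: 1 h preincubation, 2 h reaction | Technique: 405 nm absorbance of p-nitroaniline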
PAFAH2 inh = PAFAH2 (human) inhibition; recombinant PAFAH2, FP-rhodamine activity probe, fluorescence polarization; inhibition, % at 3.39 µM; actives 0.99% (n = 340,000);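 active means inhibition above the mean over all tested compounds plus 3 SD, cut at about 30% in these data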;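 further: inhibitors block probe labeling of enzyme so polarization drops; 0% = enzyme with DMSO and 100% = wells lacking PAFAH2 protein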
AHR act = activates the human aryl hydrocarbon receptor. actives 2.5% (n = 320,000). activation, % at 5 µM. P35869. AID 2796. AHR-responsive luciferase reporter cells, luminescence; in the data active means activation above about 47%;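 further: 0% = vehicle wells and 100% = reference agonist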
Target sequence (P35869 whole entry, looked up): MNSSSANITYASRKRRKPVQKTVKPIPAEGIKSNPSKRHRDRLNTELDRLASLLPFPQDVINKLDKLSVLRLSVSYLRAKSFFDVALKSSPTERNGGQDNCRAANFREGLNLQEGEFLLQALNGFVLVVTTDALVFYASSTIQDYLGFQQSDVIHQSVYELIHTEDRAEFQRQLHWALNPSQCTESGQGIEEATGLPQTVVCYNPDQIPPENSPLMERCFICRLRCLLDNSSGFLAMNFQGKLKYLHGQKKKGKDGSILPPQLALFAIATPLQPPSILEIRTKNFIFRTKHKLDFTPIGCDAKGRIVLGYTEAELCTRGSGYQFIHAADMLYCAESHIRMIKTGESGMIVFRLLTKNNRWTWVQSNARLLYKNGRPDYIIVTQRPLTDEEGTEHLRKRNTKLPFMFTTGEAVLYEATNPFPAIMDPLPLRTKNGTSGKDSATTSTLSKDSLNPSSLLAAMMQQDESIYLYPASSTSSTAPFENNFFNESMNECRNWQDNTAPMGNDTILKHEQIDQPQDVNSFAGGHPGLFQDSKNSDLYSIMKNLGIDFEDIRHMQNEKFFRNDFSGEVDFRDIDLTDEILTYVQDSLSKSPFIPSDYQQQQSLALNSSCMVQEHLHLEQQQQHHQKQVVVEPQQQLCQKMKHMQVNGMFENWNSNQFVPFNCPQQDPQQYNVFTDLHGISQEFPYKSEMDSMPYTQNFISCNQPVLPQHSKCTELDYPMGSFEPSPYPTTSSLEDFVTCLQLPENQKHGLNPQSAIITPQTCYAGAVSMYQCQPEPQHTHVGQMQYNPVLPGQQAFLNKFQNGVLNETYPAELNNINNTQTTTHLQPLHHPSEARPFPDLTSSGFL
PP5 inh = inhibitors of human protein phosphatase 5 (PP5); inhibition, % at 6.7 µM; P53041; purified PP5c, OMFP substrate fluorescence; actives 0.18% (n = 320,000);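 active means inhibition above the campaign's mean inhibition across all tested compounds plus 3 SD, cut at about 9.5% in these data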;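 further: 0% = DMSO only and 100% = 100 µM cantharidin control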
PP1 inh = counter-screen for PP5 inhibitors: inhibitors of human PP1-alpha. inhibition, % at 6.7 µM. actives 0.9% (n = 320,000). P62136. purified PP1alpha, OMFP fluorescence;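 active means inhibition above the mean inhibition of all tested compounds plus 3 SD, computed separately for each screening campaign, cut at about 15% in these data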
core dimer inh = blocks dimerization of HCV core protein; TR-FRET GST/Flag-core106 dimerization, 1536-well; inhibition, % at 5 µM; actives 0.33% (n = 300,000);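 active means inhibition above the mean of all tested compounds plus 3 SD, set per screening campaign, cut at about 45% in these data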
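Material: GST/Flag-tagged HCV core106 proteins. Incubation: 4 h, 22.5 °C incubation. Read-out basis: inhibition (%) from 671 over 617 nm ratio. Measured by: TR-FRET, excitation 340 nm, emission 617 and 671 nm.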
TPT1 inh = inhibitors of Candida albicans tRNA 2'-phosphotransferase TPT1; recombinant caTPT1, FP RNA substrate dephosphorylation; inhibition, % at 5 µM; actives 0.81% (n = 300,000); AID 1962;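 active means inhibition above the mean of all tested compounds plus 3 SD, set per screening campaign, cut at about 24% in these data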;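 further: plate controls were DMSO alone for no effect and ferristatin control at 100 nM for full effect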
procasp3 activ = procaspase-3 (human) activation. P42574. recombinant procaspase-3 D3A, Ac-DEVD-pNA absorbance 405 nm. activation, % at 8.5 µM. actives 0.11% (n = 330,000);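 active means activation above the mean of all tested compounds plus 3 SD, cut at about 21% in these data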;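 further: 0% = DMSO alone and 100% = DMSO wells spiked with extra 5 µM PC-3 D3A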
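Evaluation: percent activation relative to control range; Material: Procaspase-3 D3A mutant, all three cleavage aspartates alanine; Compound: single dose, 8.5 µM nominal compound, 0.8% DMSO; Replication: one well per compound; Signal: absorbance at 405 nm, 0 and 120 min; Schedule: 1 h preincubation plus 2 h reaction at 25 °C.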
* marks the source's active call; other numbers are inactive results; / = not tested or not shown. This is a random part of the collection; about 5.6% have a hit in one of these screens.

Order of values – PP5 inh | CTSL1 counter | procasp3 activ | proCasp7 act | PAFAH2 inh | PP1 inh | AHR act | core dimer inh | TPT1 inh
COc1cc(C(=O)NC2CCCc3ccccc32)ccc1OCC(=O)Nc1ccc(F)cc1 (stereo not given)
 : 2.8 | -3 | 1 | -5 | 2 | -7 | -3 | 5 | -1
CC(C)C(NC(=O)c1ccccc1NC(=O)c1ccco1)C(=O)O (stereo not given)
 : 3.8 | -3 | 7 | -9 | 1 | -4 | 4 | -3 | -1
COc1cccc(CN2CCCC(C(=O)c3ccc4c(c3)OCO4)C2)c1O (stereo not given)
 : 0.6 | 3 | 8 | 8 | 6 | 7 | 5 | 3 | -1
Cc1cccnc1CCNC(=O)CC1C(=O)NCCN1CC1CCCCC1 (stereo not given)
 : -0.3 | 3 | 10 | 8 | -16 | -2 | 10 | -8 | -5
COc1ccc(C2OC(=O)CC2C(=O)NC(C)C)cc1 (stereo not given)
 : 0.2 | 5 | -8 | 0 | 3 | -2 | 2 | -3 | -1
O=C1[C@@H]2[C@@H]3C[C@@H]([C@H]4ON=C(c5ccc(Cl)cc5Cl)[C@@H]34)[C@@H]2C(=O)N1C1CCCCC1
 : 2.3 | 1 | -10 | -8 | 1 | -1 | 4 | 5 | 0
O=C(Nc1ccc(S(=O)(=O)Nc2nccs2)cc1)c1cc(-c2ccccn2)nc2ccccc12
 : 1.3 | 0 | -8 | 6 | 6 | 2 | 3 | 15 | 5
NC(=O)c1nsc(C(=O)N(CC(=O)NCc2ccc(F)cc2)Cc2ccco2)c1N
 : 2.0 | -1 | 0 | 4 | 2 | -1 | 3 | -6 | -4
CC(=O)c1ccc(NC(=O)CSc2nc3nc(C)cc(C)n3n2)cc1
 : 0.2 | 0 | 2 | -3 | 1 | -1 | -1 | -2 | 0
Cc1ccccc1C(=O)NNC(=O)C(C)N1C(=O)c2ccccc2C1=O (stereo not given)
 : 2.1 | -5 | 2 | -7 | 9 | -3 | 2 | 0 | -2
COc1cc(C(=O)COC(=O)c2cc([N+](=O)[O-])ccc2N2CCOCC2)ccc1OC(F)F
 : 2.0 | -8 | -2 | 10 | -5 | -3 | 0 | 3 | 2
CC(C)CN(c1ccccc1)S(=O)(=O)c1nnc(NC(=O)c2ccco2)s1
 : 0.9 | -2 | 0 | 6 | 8 | 2 | -2 | 18 | -2
COC1CCCCC1Nc1cc(C)cc(C)c1 (stereo not given)
 : 0.2 | -1 | 10 | 8 | -2 | 0 | 0 | 0 | -1
CCOC(=O)c1cc(NC(=O)NC2CCCCC2)c(C)nc1C
 : 0.8 | 3 | 6 | 2 | -3 | 3 | 15 | -11 | -1
Cc1ccc(OCC(=O)NCCc2c[nH]c3ccccc23)cc1
 : -1.1 | 2 | -3 | -11 | 0 | 5 | 23 | -1 | -1
COc1ccc(-n2nc3c(c2NC(=O)CCl)CSC3)cc1
 : -1.4 | 72* | 2 | 2 | -3 | -4 | 5 | 11 | -1
CC(=O)N1CCN(S(=O)(=O)c2c(F)cc(F)c(Cl)c2F)CC1
 : -1.4 | 3 | 5 | 1 | 5 | 0 | 0 | 5 | -3
Nc1nonc1-c1nc2ccccc2n1CC(=O)NC1CCCC1
 : 2.4 | -3 | 0 | 4 | -6 | 1 | 6 | 0 | -1
COc1ccc(Br)cc1/C=C/C(=O)Nc1ccc2ccccc2c1
 : 2.9 | 0 | 0 | 1 | -39 | -1 | 50* | 2 | 7
COc1ccc(NC(=O)/C(=C/c2ccc(OC(C)=O)c(OC)c2)NC(C)=O)cc1
 : 3.3 | -3 | 9 | -3 | 0 | 3 | -2 | -3 | 4
COc1ccc(C)cc1S(=O)(=O)N1CCC(C(=O)N2CCN(C)CC2)CC1
 : 2.9 | 2 | 9 | -9 | 2 | -1 | 5 | 1 | 5
O=C(c1ccc(NS(=O)(=O)c2cccc([N+](=O)[O-])c2)cc1)N1CCCCCC1
 : -0.4 | 5 | 9 | 1 | 0 | -4 | -1 | 1 | -2
CCn1ncc(C2=NOC(C(=O)NCc3ccc(OC)cc3)C2)c1C (stereo not given)
 : 0.5 | 0 | 3 | 8 | -9 | -2 | -3 | -5 | 0
Cc1ccc(-n2c(SCc3nc4ccccc4c(=O)[nH]3)nnc2-c2ccccc2O)cc1
 : 1.3 | -5 | 9 | 4 | 0 | -2 | 23 | 12 | -4
CC(C)(C)[C@H]1C=C(C(=O)N2CCN(Cc3ccc4c(c3)OCO4)CC2)O[C@@H](OCCCCO)C1
 : -0.1 | -2 | 6 | -12 | 4 | -4 | 0 | 1 | 0
COc1ccc(-c2nnn(CC(=O)c3c[nH]c4ccccc34)n2)cc1OC
 : 3.3 | 0 | 9 | -3 | -11 | 0 | 10 | -1 | 5
CC(C)[C@@H]1CC[C@@H](C)c2c(-c3ccccc3)n[nH]c21
 : 6.3 | 3 | -5 | 3 | 7 | 3 | -2 | 5 | -5
O=C(/C=C/c1ccc(Cl)c([N+](=O)[O-])c1)c1ccc(O)cc1
 : 1.1 | 6 | -5 | -14 | -3 | -1 | 1 | 5 | 3
CC(C)N(C(=O)Cc1ccccc1[N+](=O)[O-])C(C)C
 : -2.3 | -8 | -1 | 1 | -31 | -2 | 5 | -2 | -2
Clc1ccc(OCCCc2nc(-c3ccncc3)no2)c(Cl)c1
 : 0.7 | 12 | 1 | 8 | 9 | -4 | 3 | 5 | 1
O=C1C2CC=CCC2C(=O)N1c1n[nH]c(CCc2ccccc2)n1 (stereo not given)
 : 1.4 | -1 | -5 | -8 | 3 | 1 | 8 | -1 | -3
CC(C)Oc1ccccc1C1CC(=O)Nc2cc3c(cc21)OCCO3 (stereo not given)
 : 1.9 | 0 | 5 | 2 | -3 | 1 | 7 | 4 | 0
CCOc1ccc(C(=O)COC(=O)C2COc3ccccc3O2)cc1 (stereo not given)
 : 2.4 | / | -5 | -4 | -2 | -1 | 0 | / | /
Cc1cccc(C(=O)NNC(=O)c2ccc(O)cc2)c1
 : -0.1 | -3 | 8 | 3 | 3 | 0 | 1 | 0 | -2
Cc1cccc(C)c1NC(=O)N1C2CCCC1CC(NC(=O)C(C)(C)C)C2 (stereo not given)
 : -1.8 | -3 | 0 | 7 | -3 | 1 | 14 | -4 | 0
O=c1[nH]c(COc2ccc(Br)cc2Cl)nc2ccccc12
 : 2.4 | 4 | -2 | 9 | 6 | 4 | 17 | 14 | -1
CCOC(=O)CNC(=O)c1cnc(Nc2ccccc2OC)c2ccccc12
 : 1.5 | 2 | 4 | 1 | 3 | 0 | 4 | 3 | -4
Cc1cc(NC(=O)Cn2cnc3sccc3c2=O)no1
 : / | / | -2 | -3 | -4 | / | -2 | / | /
CCCCOC(=O)Nc1ccc(C(N)=O)cc1
 : 1.0 | -6 | 1 | 4 | 6 | -2 | 13 | 1 | -3
CCCCNC(=O)C1c2ccccc2C(=O)N(c2ccc(OC)cc2)C1c1ccc(OC)cc1 (stereo not given)
 : -0.8 | -1 | 7 | 6 | 14 | 1 | 1 | 4 | 2

Part of the list above, comma-delimited:
SMILES,PP5 inh,CTSL1 counter,procasp3 activ,proCasp7 act,PAFAH2 inh,PP1 inh,AHR act,core dimer inh,TPT1 inh
O=c1[nH]c(COc2ccc(Br)cc2Cl)nc2ccccc12,2.4,4,-2,9,6,4,17,14,-1
CCOC(=O)CNC(=O)c1cnc(Nc2ccccc2OC)c2ccccc12,1.5,2,4,1,3,0,4,3,-4
Cc1cc(NC(=O)Cn2cnc3sccc3c2=O)no1,/,/,-2,-3,-4,/,-2,/,/
CCCCOC(=O)Nc1ccc(C(N)=O)cc1,1.0,-6,1,4,6,-2,13,1,-3

(list continues)
Order of values – PP5 inh | CTSL1 counter | procasp3 activ | proCasp7 act | PAFAH2 inh | PP1 inh | AHR act | core dimer inh | TPT1 inh
NS(=O)(=O)c1ccc(NC(=O)N2c3ccccc3Sc3ccccc32)cc1
 : 2.4 | 5 | -3 | 1 | 1 | -3 | 0 | -1 | 1
COc1ccc(CNS(=O)(=O)c2ccc(-n3cnnn3)c(C)c2)cc1
 : 0.9 | 0 | -6 | 6 | -3 | 1 | -2 | 3 | 1
CCN(CC)CCN(Cc1cc2cccc(C)c2[nH]c1=O)C(=S)Nc1ccccc1
 : 0.0 | -2 | 5 | 1 | 15 | -2 | 14 | 2 | 1
COC(=O)NNC(=O)C1CCC(C)CC1 (stereo not given)
 : 0.9 | 0 | 3 | -11 | -7 | -1 | -1 | -2 | 0
O=C(CCSc1nnc(-c2ccncc2)o1)Nc1ccccc1
 : -2.3 | 2 | -8 | 8 | 6 | -1 | -6 | -4 | -8
CSc1ccccc1OCc1cc(C(=O)NCc2cnc(C)cn2)no1
 : 0.5 | -1 | 5 | -1 | -2 | -1 | 7 | 7 | 2
O=C(COC(=O)CC(c1ccccc1)c1ccccc1)NCc1ccccc1
 : 4.6 | 0 | 11 | -3 | 18 | -1 | -6 | 7 | -2
CN(C)c1ccc(NC(=O)CC2NCCNC2=O)cc1 (stereo not given)
 : 3.7 | 4 | -2 | 6 | 0 | 5 | -2 | -7 | -6
CCN(CC(=O)NCC(=O)Nc1ccc(Br)cc1C)Cc1ccccc1
 : 3.4 | 1 | -3 | 8 | -4 | 2 | 4 | -1 | -2
Cc1ccc([N+](=O)[O-])cc1S(=O)(=O)NCC1COc2ccccc2O1 (stereo not given)
 : 1.5 | 5 | -3 | 5 | 0 | 1 | -1 | -10 | 1
CC(Sc1nncn1C)C(=O)NCc1ccc2c(c1)OCO2 (stereo not given)
 : -2.7 | 2 | -3 | 0 | -11 | 2 | -1 | -1 | 1
CC(=O)Nc1ccccc1OCC(=O)NCCC1=CCCCC1
 : -0.9 | 0 | -6 | 10 | 3 | 2 | 8 | -3 | -3
c1ccc(-n2cnc3cc(NCc4ccco4)ccc32)cc1
 : -3.0 | 2 | -1 | -4 | -1 | -5 | 7 | -2 | 4
C=CCN(c1ccccc1OC)S(=O)(=O)c1cccc(C(=O)OCC(=O)c2c[nH]c3ccccc23)c1
 : 3.9 | 0 | 22* | -14 | -25 | 2 | 19 | 19 | 1
CC(=O)Nc1c(Cl)cc([N+](=O)[O-])c2ccccc12
 : 3.8 | 6 | -1 | 4 | 4 | -4 | 6 | 2 | 1
CC(C)(C)CN1CCN(Cc2cccnc2)CC1CCO (stereo not given)
 : 1.3 | 5 | 2 | 8 | 3 | 0 | 4 | 2 | -4
CSc1ccc(/C=C/C(=O)c2ccc(NC(C)=O)cc2)cc1
 : 4.7 | 9 | -7 | 9 | -8 | 2 | 2 | 2 | 1
Cc1cc(C)c2nc(N3CCC(C(=O)NCCN4CCOCC4)CC3)sc2c1
 : 5.0 | 6 | 5 | -8 | 5 | -2 | 7 | -16 | 1
